Bcl-XL Bim block: inhibitors of Bim-Bcl-XL interaction, human; actives 0.04% (n = 190,000); Bim peptide-Bcl-XL binding, bead flow cytometry, fluorescence; AID 1007; inhibition, % at 10 µM; Q07817
Target sequence (Q07817 whole entry, looked up): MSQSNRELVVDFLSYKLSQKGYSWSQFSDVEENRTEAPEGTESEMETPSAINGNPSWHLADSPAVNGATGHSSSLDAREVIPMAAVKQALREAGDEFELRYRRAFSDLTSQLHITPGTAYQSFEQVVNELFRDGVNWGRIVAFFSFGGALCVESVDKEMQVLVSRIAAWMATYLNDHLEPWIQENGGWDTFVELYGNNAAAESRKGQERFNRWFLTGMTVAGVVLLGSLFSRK
Bim-Mcl-1: disrupts Bim peptide binding to human Mcl-1; actives 0.1% (n = 190,000); inhibition, % at 10 µM; Bead-based flow cytometry, Bim peptide-Mcl-1 binding; Q07820; AID 1009;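 note: 0% = no compound tracer wells and 100% = peptide blocker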
Bim-Bfl-1: inhibitors of Bim-Bfl-1 interaction, human | Q16548 | Bead-based flow cytometry, Bim-Bfl-1 binding inhibition | inhibition, % at 10 µM | actives 0.12% (n = 190,000);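 note: 0% = wells without compound plus tracer and 100% = blocker peptide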
RGS4-Gao reg: human RGS4-Galphao interaction regulation | P09471 | Multiplexed bead flow cytometry, RGS4-Galphao binding; actives lie on both sides | binding response (% of control), % at 10 µM | actives 0.33% (n = 220,000); in the data active = binding response below about 49% or above about 150%; inactive = in between;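 note: fluorescent Galphao activated with aluminum fluoride binding bead-coupled RGS4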
Bim-Bcl-2: inhibitors of Bim-Bcl-2 interaction, human | Bead-based flow cytometry, Bim peptide-Bcl-2 binding | AID 950 | actives 0.06% (n = 190,000) | P10415 | inhibition, % at 10 µM; in the data active = inhibition above about 40%; inconclusive = no clear call, values can overlap the other calls;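 note: 0% = no compound wells with probe peptide and 100% = reference peptide inhibitor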
Target sequence (P10415 whole entry, looked up): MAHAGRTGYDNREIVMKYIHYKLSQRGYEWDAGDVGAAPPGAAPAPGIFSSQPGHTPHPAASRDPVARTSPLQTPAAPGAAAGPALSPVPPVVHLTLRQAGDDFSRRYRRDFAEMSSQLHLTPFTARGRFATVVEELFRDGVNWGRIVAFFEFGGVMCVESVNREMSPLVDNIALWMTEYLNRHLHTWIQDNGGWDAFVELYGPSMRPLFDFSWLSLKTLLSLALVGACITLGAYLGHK
Mcl1 Bid PPI: disrupts binding of human Mcl-1 to Bid peptide; actives 0.97% (n = 220,000); Q07820; TR-FRET Mcl-1/Bid-Dy647 peptide binding, 1536-well; AID 1021; inhibition, % at 21.7 µM;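 active = compounds that cut the binding signal by more than half at the single screening dose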;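 note: His-tagged Mcl-1 with europium anti-His antibody binding Bid BH3 peptide; 0% = Mcl-1 plus peptide wells and 100% = peptide-only wells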
Mcl1 Noxa PPI: disrupts binding of human Mcl-1 to Noxa peptide | Q07820 | TR-FRET Mcl-1/Noxa peptide binding, 2 h | inhibition, % at 21.7 µM | actives 1.5% (n = 220,000);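 active = compounds that cut the protein-peptide binding signal by more than 50% relative to plate controls in a single-dose test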;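 note: His-tagged Mcl-1 with rhodamine Noxa BH3 peptide and terbium anti-His antibody; 0% = Mcl-1 plus Noxa peptide wells and 100% = peptide-only wells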
RGS8-Gao: regulators of human RGS8-Galphao interaction; P09471; multiplexed bead flow cytometry, RGS8-Galphao binding; actives lie on both sides; response (percent of control binding), % at 10 µM; actives 0.34% (n = 220,000); in the data active = response below about 60% or above about 140%; inactive = in between;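 note: Galphao activated as the GDP aluminium fluoride complex binding bead-coupled RGS8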
Bcl-W Bim block: human Bim-Bcl-W interaction inhibition. bead-based flow cytometry, Bim peptide-Bcl-W binding. inhibition, % at 10 µM. actives 0.02% (n = 190,000). AID 952;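 note: 0% = bound tracer without compound and 100% = peptide blocker; higher means less fluorescent Bim peptide bound to Bcl-W beads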
Target sequence (Q92843 whole entry, looked up): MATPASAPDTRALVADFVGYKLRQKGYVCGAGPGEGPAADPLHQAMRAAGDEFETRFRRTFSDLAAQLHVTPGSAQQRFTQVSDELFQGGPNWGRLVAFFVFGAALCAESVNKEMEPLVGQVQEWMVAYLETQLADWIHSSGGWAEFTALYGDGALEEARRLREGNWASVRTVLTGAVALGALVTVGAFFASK
Bcl-B Bim block: inhibitors of Bim-Bcl-B interaction, human; bead-based flow cytometry, Bim peptide-Bcl-B binding; inhibition, % at 10 µM; actives 0.073% (n = 190,000); Q9HD36; AID 951;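 note: 0% = tracer peptide without compound and 100% = reference inhibitor peptide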
Target sequence (Q9HD36 whole entry, looked up): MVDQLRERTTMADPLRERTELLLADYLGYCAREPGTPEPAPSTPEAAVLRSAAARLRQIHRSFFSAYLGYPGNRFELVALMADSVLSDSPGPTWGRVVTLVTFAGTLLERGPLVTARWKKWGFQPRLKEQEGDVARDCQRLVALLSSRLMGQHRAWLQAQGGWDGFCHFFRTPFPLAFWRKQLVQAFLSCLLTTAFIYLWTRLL
RGS7-Gao reg: modulates binding of RGS7 to human Galphao | binding response (% of control), % at 10 µM | actives 0.35% (n = 220,000) | Multiplexed bead flow cytometry; actives lie on both sides; in the data active = binding response below about 49% or above about 150%; inconclusive = no clear call, values can overlap the other calls; inactive = in between;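 note: fluorescent Galphao held in activated GDP-AlF4 state binding bead-coupled RGS7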
Numbers without * were called inactive; u = inconclusive; x = no result given. Cut-off read from the data, not from the text of the source, unless noted: active = inhibition above about 40%. Hits appear at their usual frequency, and some 2.7% of all compounds hit somewhere here.

SMILES	Bcl-XL Bim block	Bim-Mcl-1	Bim-Bfl-1	RGS4-Gao reg	Bim-Bcl-2	Mcl1 Bid PPI	Mcl1 Noxa PPI	RGS8-Gao	Bcl-W Bim block	Bcl-B Bim block	RGS7-Gao reg
Nc1ncc(Br)cc1S(=O)(=O)NCCC(=O)N1CCN(c2ncccn2)CC1	-9	-1	-18	102	-6	-22	-2	101	-2	-9	99
CCN(CC)CCOc1ccc(Br)cc1	-4	0	-16	102	-8	13	2	103	-2	-7	103
CCC(C)NC(=O)c1csc2c1CCCCC2 (centres undefined)	-3	-1	-3	98	-6	-19	16	101	0	-3	100
O=S(=O)(c1ccc(Cl)s1)N1CCN(C/C=C/c2ccccc2)CC1	0	0	0	114	-3	13	8	105	2	1	109
O=C(Cn1cnc2scc(-c3ccccc3)c2c1=O)N1CCOCC1	0	-3	-1	90	-1	-21	12	92	-5	-4	87
Cn1ccnc1SCC(=O)c1c[nH]c2ccccc12	2	-1	-1	100	-4	-69	-8	99	0	-22	u
COC(=O)COc1ccc(S(=O)(=O)N2CCCCC2)cc1[N+](=O)[O-]	0	0	-2	95	-4	3	3	95	-2	-3	95
Cc1ccc(S(=O)(=O)N2CCC(O)(c3cccnc3)CC2)cc1	-10	0	-18	103	-11	-7	-8	103	-2	-8	104
C=CCN(c1ccccc1C(=O)O)S(=O)(=O)c1ccc(C)cc1	-3	-1	-6	100	0	-8	25	98	-2	-1	98
O=c1c2ccccc2nc2c3ccccc3c(Cl)nn12	17	6	0	100	0	-12	-1	105	9	13	100
CCOC(=O)C1(Cc2ccc(Cl)cc2)CCN(C(=O)c2sc(C)nc2C)CC1	-1	0	-4	102	-2	-11	12	105	-3	-2	100
O=C(c1cccc(C(=O)N2CCN(Cc3ccccc3)CC2)c1)N1CCN(Cc2ccccc2)CC1	-4	0	-12	98	-6	-30	-1	98	0	-6	97
COc1ccc(-n2c(=O)c3c4c(sc3n(CC(=O)Nc3cc(C)[nH]n3)c2=O)CCCC4)c(OC)c1	0	0	2	105	-3	-4	15	105	0	-1	98
N#CC1=C(N)Oc2c(oc(CO)cc2=O)C1c1ccsc1 (centres undefined)	0	-1	-13	102	-4	-13	7	101	0	-6	100
O=S(=O)(c1ccc2oc3ccccc3c2c1)N1CCOCC1	-2	2	-17	97	-10	4	17	99	0	-9	98
CCN1C(=O)/C(=C2/C=CC=CN2C)OC1=S	-9	-8	-6	92	-5	10	-1	97	-4	-12	94
COc1ccc(-c2cc(CS(=O)(=O)c3ccccc3)on2)cc1	1	-1	-2	103	1	-24	-2	100	-3	-6	104
Cc1ccc(NC(=O)COC(=O)CNC(=O)c2ccc(C)s2)cc1	-1	0	-6	97	-6	1	-11	100	0	-2	98
O=C(CSc1nc2ccccc2c(=O)n1-c1cccc(C(F)(F)F)c1)NC1CC1	-2	0	-1	99	-3	-35	7	95	-3	0	99
COc1ccc([N+](=O)[O-])cc1N(CC(=O)N1CCCCC1)S(C)(=O)=O	-4	1	-5	93	0	-14	-2	98	1	-5	96
COc1ccc(C(=O)Nc2nc3cc4c(cc3s2)OCCO4)c(OC)c1	x	x	x	105	x	50	28	105	x	x	u
O=C(N/N=C/C=C/c1ccccc1)C1CC1(c1ccccc1)c1ccccc1 (centres undefined)	-2	-2	-20	103	-9	-21	8	102	0	-8	103
CCNC(=S)N(CCc1ccc(OC)c(OC)c1)Cc1cc2cc(OC)ccc2[nH]c1=O	-6	-2	-14	100	-5	-12	19	99	-4	-4	98
CC(=O)c1c(C)[nH]c(C(=O)NCCc2ccc(Cl)cc2)c1C	0	-1	-4	98	-1	-21	4	100	1	0	u
COC(=O)c1cn(NC(=O)c2ccc([N+](=O)[O-])c(C)c2)c(=O)c2ccccc12	-4	-3	-6	94	-2	-11	-7	96	-4	-3	95
COc1ccc(-c2nc(CN3CCN(c4ccccc4OC)CC3)c(C)o2)cc1	0	2	-4	103	-2	-40	-2	100	0	-2	98
Cn1cnnc1SCC(=O)Nc1ccc(S(=O)(=O)N2CCCC2)cc1	-5	0	-16	95	-6	-21	4	102	1	-5	96
Cc1ccc(-n2[nH]c(C)c(C=Nc3ccc(S(=O)(=O)Nc4nccs4)cc3)c2=O)cc1	0	1	-5	100	0	-65	10	108	-1	1	105
CC(C)N(CCn1c(=S)[nH]c2ccccc2c1=O)C(C)C	0	0	0	106	1	-72	10	105	2	-3	99
N#C/C(=C/c1ccc(N2CCOCC2)c([N+](=O)[O-])c1)C(N)=O	3	0	4	95	4	-50	-14	94	3	3	98

Part of the list above, set out differently.
SMILES | Bcl-XL Bim block | Bim-Mcl-1 | Bim-Bfl-1 | RGS4-Gao reg | Bim-Bcl-2 | Mcl1 Bid PPI | Mcl1 Noxa PPI | RGS8-Gao | Bcl-W Bim block | Bcl-B Bim block | RGS7-Gao reg
O=C(CSc1nc2ccccc2c(=O)n1-c1cccc(C(F)(F)F)c1)NC1CC1 | -2 | 0 | -1 | 99 | -3 | -35 | 7 | 95 | -3 | 0 | 99
COC(=O)c1cn(NC(=O)c2ccc([N+](=O)[O-])c(C)c2)c(=O)c2ccccc12 | -4 | -3 | -6 | 94 | -2 | -11 | -7 | 96 | -4 | -3 | 95

Further records:
SMILES	Bcl-XL Bim block	Bim-Mcl-1	Bim-Bfl-1	RGS4-Gao reg	Bim-Bcl-2	Mcl1 Bid PPI	Mcl1 Noxa PPI	RGS8-Gao	Bcl-W Bim block	Bcl-B Bim block	RGS7-Gao reg
O=C(NCCCO)c1nc2ccccc2s1	-3	4	-11	140	-4	-6	-10	121	-4	-7	133
CC(C)N(Cc1ccccc1)C(=S)NC1CCCCC1	0	1	-3	99	0	-38	-6	101	0	-13	u
O=C(Cc1ccccc1)Nc1nc2ccccc2s1	-3	-1	-3	101	11	-16	0	101	-3	-6	100
CCOC(=O)c1c(-c2ccccc2)csc1NC(=O)c1cc2ccccc2oc1=O	-8	-5	-7	101	-9	2	-3	103	-8	-10	102
COc1ccc(C)cc1NC(=O)CSc1nnc(CC(=O)Nc2ccccc2C)n1C	-1	-5	-1	100	-1	-5	-11	98	0	-1	101
O=C(COC(=O)Cc1ccccc1F)Nc1ccc(Cl)cn1	-5	-2	-7	104	-6	-5	10	103	-3	-3	101
Cc1ccc(-c2cc([C@H]3[C@@H]4C=CCC[C@@]4(C)C(=O)N3Cc3ccccc3)ccc2F)cc1	x	x	x	97	x	-36	3	101	x	x	u
CCc1cccc(N(C(=O)c2csnn2)C(C(=O)NC(C)(C)C)c2ccccn2)c1 (centres undefined)	-3	-2	-6	101	-2	-40	4	103	0	-4	101
CCOC(=O)/C(=N/Nc1ccc(OC)cc1)N1CCCc2ccccc21	x	x	x	103	x	-42	20	103	x	x	u
O=C1C2CC=CCC2C(=O)N1c1ncn[nH]1 (centres undefined)	-31	-32	-30	102	-37	-19	10	109	-14	-57	106
COc1cc(-c2nnc(SCC(=O)Nc3cc(C)on3)n2C)cc(OC)c1O	2	1	-1	100	0	-42	8	102	0	-2	101
COc1ccc(-c2nnc(SCC(=O)Nc3ccc(C)cc3)n2C)cc1	-6	-3	-12	103	-10	2	4	106	0	-8	101
Cc1ccc(C(=O)COC(=O)CNC(=O)c2ccc(N3C(=O)c4ccccc4C3=O)cc2)cc1C	-11	-6	-5	102	-5	17	83*	105	-11	-15	104
COc1ccc(C(CNC(=O)COc2ccccc2OC)N(C)C)cc1OC (centres undefined)	-1	-1	0	99	2	-26	13	90	0	1	100
O=C(COc1cc(Cl)c(Cl)cc1Cl)Nc1cccc(O)c1	x	x	x	97	x	-33	-16	102	x	x	u
COCCCN1C(=O)C(=O)/C(=C(/O)c2ccc(OC(C)C)cc2)C1c1cccnc1 (centres undefined)	-3	0	0	93	6	6	23	95	2	0	94
CC(NS(=O)(=O)c1ccc(Br)cc1)C(=O)NCc1ccc2c(c1)OCO2 (centres undefined)	-6	-3	-6	102	-6	0	1	101	0	-1	97
Cn1nc(-c2ccccc2)c(C(=O)Nc2ccc(C(F)(F)F)cc2)c1Cl	-3	-5	-2	98	-3	-16	-31	101	-2	-6	102
CC(Cl)C(=O)c1c(N)n(C)c(=O)n(C)c1=O (centres undefined)	0	1	-10	102	-4	3	11	100	-1	-4	97
COc1ccccc1CNCc1cc(OC)c(OC)cc1OC	0	3	-2	102	5	17	25	100	0	1	102
CN(C)S(=O)(=O)c1cccc(N=C2SCCN2Cc2ccccc2)c1	x	x	x	101	x	-24	-13	102	x	x	u
Cc1c(C(C)C)c(=O)n(-c2ccc(S(=O)(=O)N3CCOCC3)cc2)n1C	0	-2	-7	96	-1	-21	12	97	0	-2	94
Cn1c(=O)[nH]c(=O)c2c1nc(N1CCCCC1)n2C/C=N/Nc1ccc(C(=O)O)cc1	x	x	x	102	x	-9	0	104	x	x	u
CSc1ccc(-c2nnn(CC(=O)NCc3ccccc3)n2)cc1	-11	-3	-1	130	-3	-7	12	133	-3	-5	125
C#CCSc1nnnn1-c1ccc(OCC)cc1	x	x	x	95	x	-15	12	99	x	x	u
Cn1cccc1Cc1nnc(SCC(=O)N2CCc3ccccc32)n1-c1ccc(F)cc1	-9	-4	-7	97	-8	-15	-5	99	-7	-9	96
CCOC(=O)c1ccc(Cl)c(NC(=O)c2cccnc2)c1	-1	-2	-5	103	-1	-41	5	100	-3	-2	103
O=C1CC(c2cccs2)c2ccc3ccccc3c2N1 (centres undefined)	-2	0	-7	98	-4	0	5	99	-1	-5	92
O=C(O)c1ccoc1CN1CCCCC1	x	x	x	102	u	24	27	98	x	x	101
COc1ccc(C2(c3ccc(O)cc3O)CC(c3ccccc3Cl)NC(=S)N2)cc1 (centres undefined)	1	5	8	100	2	-67	11	105	2	-5	102
CC1CCN(c2ccc(C(=O)O)cc2)CC1	-19	-6	-17	95	-15	-9	27	93	-1	-11	97
S=c1[nH]nc(Cc2ccc(Cl)cc2)o1	x	x	x	100	x	-34	8	103	x	x	u
Cc1cc(C)cc(N2CCCn3c2nc2c3c(=O)n(CC(=O)OCc3ccccc3)c(=O)n2C)c1	1	-1	-1	101	-1	-6	9	101	-1	0	100
Cc1ccc(N(C(=O)c2csnn2)C(C(=O)NC(C)(C)C)c2ccccn2)cc1 (centres undefined)	-2	0	-5	102	1	-10	3	103	-1	-2	101
CCN(CC)S(=O)(=O)c1ccc(C(=O)NCCc2cc3c(OC)ccc(OC)c3[nH]c2=O)cc1	2	1	-3	101	-3	2	0	100	1	-5	105
O=C(O)c1ccc(C(=O)c2ccc3c(c2)C(=O)N(Cc2ccco2)C3=O)cc1	-6	-4	-14	103	-6	-1	9	103	0	-9	102
CCCc1c(C(=O)Nc2ccc(F)cc2F)cnn1-c1ccccc1	x	x	x	103	x	-1	8	103	x	x	u
COCCNC(=S)NN=C1CCC(c2ccccc2)CC1 (centres undefined)	0	2	-5	103	-1	-62	-6	101	0	-14	104
C=CCn1c(SC(CCO)C(=O)NCc2ccco2)nc2sc3c(c2c1=O)CCC3 (centres undefined)	0	0	2	106	-1	-52	16	103	0	-1	111
COc1ccc(C(O)Cn2c(=N)n(CCCN(C)C)c3ccccc32)cc1 (centres undefined)	-8	-5	-17	102	-12	14	13	102	-2	-8	100
COc1ccccc1OCCCCNCCO	-9	-1	-10	98	-10	0	-3	100	-2	-11	100

From PubChem
